KCNQ2 block = KCNQ2 potassium channel inhibitors, primary screen, cell-based, CHO-K1, FluxOR thallium flux, B-score (AID 2156). 20 min; stronger effect = lower value. hit rate 1.1% among 310,000. O88943. B-score at 10 µM;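 active = fluorescence ratio B-score at most minus 3 library SDs, with starting brightness B-score within 2 library SDs, cut at about -5.5 in these data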
Target sequence (O88943 whole entry, looked up): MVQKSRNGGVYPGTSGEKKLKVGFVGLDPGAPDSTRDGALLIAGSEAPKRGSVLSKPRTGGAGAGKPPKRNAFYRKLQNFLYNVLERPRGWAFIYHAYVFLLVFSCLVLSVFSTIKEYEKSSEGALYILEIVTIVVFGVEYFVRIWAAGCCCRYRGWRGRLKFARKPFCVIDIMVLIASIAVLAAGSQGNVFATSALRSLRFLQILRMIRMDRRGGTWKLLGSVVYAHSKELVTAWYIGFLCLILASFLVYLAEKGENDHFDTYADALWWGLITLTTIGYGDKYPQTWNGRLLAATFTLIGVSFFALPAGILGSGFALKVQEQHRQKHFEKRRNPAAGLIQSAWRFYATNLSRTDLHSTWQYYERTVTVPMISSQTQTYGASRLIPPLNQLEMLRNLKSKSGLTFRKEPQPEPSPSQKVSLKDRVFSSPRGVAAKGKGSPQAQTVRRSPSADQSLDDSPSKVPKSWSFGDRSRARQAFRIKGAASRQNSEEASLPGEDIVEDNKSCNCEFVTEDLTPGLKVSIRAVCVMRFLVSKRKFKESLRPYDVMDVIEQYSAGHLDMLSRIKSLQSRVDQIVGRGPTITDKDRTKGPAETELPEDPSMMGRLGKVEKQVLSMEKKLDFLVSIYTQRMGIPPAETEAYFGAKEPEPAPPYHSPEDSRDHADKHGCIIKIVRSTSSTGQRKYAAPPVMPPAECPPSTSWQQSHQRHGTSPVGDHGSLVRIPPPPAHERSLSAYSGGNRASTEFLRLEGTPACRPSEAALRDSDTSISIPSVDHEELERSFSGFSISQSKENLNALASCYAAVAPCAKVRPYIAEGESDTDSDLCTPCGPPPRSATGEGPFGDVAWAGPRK
Kir21 inh = inhibitors of mouse Kir2.1 inward-rectifier potassium channel | P35561 | HEK293-Kir2.1, FluxOR thallium flux fluorescence; stronger effect = lower value | B-score at 10 µM | hit rate 0.85% among 310,000;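 active = fluorescence ratio B-score at or below minus 3 SD of library scores, with starting-brightness B-score within 2 SD, cut at about -4.2 in these data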;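 note: channel flux triggered by added potassium and thallium sulfate stimulus; B-score of peak minus minimum fluorescence over baseline after thallium stimulus; more negative B-score means stronger Kir2.1 block with less thallium influx; some compounds called inactive have numbers as strong as hits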
An asterisk follows results filed as active; i = inactive. Rows are unselected; 1.8% or so of the library scored in one or more.

SMILES	KCNQ2 block	Kir21 inh
CCOc1cc(NC(=O)C2CCCCC2)c(OCC)cc1NC(=O)c1ccco1	i	-0.1
CC(C)CNC(=O)c1cc(-c2ccc3c(c2)OCO3)on1	i	-1
CCCNC(=O)N1CCN(C(=O)NCCC)CC1	i	0.24
CCCOc1ccc(N2C(=O)CC(NCc3ccc(S(N)(=O)=O)cc3)C2=O)cc1 (stereo not given)	i	1.9
CCc1ccc(N2CN(CCc3ccccc3)CNC2=S)cc1	i	0
Cc1ccc(NC(=O)CSc2nnc(NC(=O)C3CC3)s2)cc1	i	0.94
O=C(CC(=O)Nc1cccc(F)c1)Nc1cccc(F)c1	i	-0.24
Cc1ccc(CN2CCN(c3ncccn3)CC2)c(C)c1	i	-0.1
CN(Cc1nccn1C)C(=O)CC1C(=O)NCCN1CC(c1ccccc1)c1ccccc1 (stereo not given)	i	0.32
COC(=O)/C=C/c1c(C)[nH]c(=O)[nH]c1=O	i	-0.85
O=C1C=CC(=O)N1Nc1ccc(Br)cc1	i	-0.03
NC(=O)c1ccccc1N/C=C1\CCCCC1=O	i	0.8
CCn1cc(C2=NOC(C(=O)Nc3c(C)nn(Cc4ccc(F)cc4)c3C)C2)c(C)n1 (stereo not given)	i	1.7
CC(Sc1nc(-c2ccccc2)cc(C(F)(F)F)n1)C(=O)Nc1ccc2c(c1)OCO2 (stereo not given)	i	-0.08
CCC(C)NC(=O)C1CC(c2ccc(OC)cc2)=NO1 (stereo not given)	i	0.51

Structures from the list above with fluorine, in the order listed:
SMILES	KCNQ2 block	Kir21 inh
O=C(CC(=O)Nc1cccc(F)c1)Nc1cccc(F)c1	i	-0.24
CCn1cc(C2=NOC(C(=O)Nc3c(C)nn(Cc4ccc(F)cc4)c3C)C2)c(C)n1 (stereo not given)	i	1.7
CC(Sc1nc(-c2ccccc2)cc(C(F)(F)F)n1)C(=O)Nc1ccc2c(c1)OCO2 (stereo not given)	i	-0.08

Further compounds follow.
SMILES	KCNQ2 block	Kir21 inh
Cc1ccc(CNC(=O)C(OC(=O)c2cccs2)C(C)C)cc1 (stereo not given)	i	0
COc1ccc(-n2c(SCC(=O)Nc3ccccc3)nc(O)cc2=O)cc1	i	0.06
Cc1ccc(-c2nn3c(C)nnc3c3ccccc23)cc1S(=O)(=O)NCc1ccco1	i	0.86
Cc1ccc(NC(=S)N/N=C/c2ccc([N+](=O)[O-])s2)cc1	i	-0.7
Cc1cc(C(=O)NCC23CC4CC(CC(C4)C2)C3)c(C)o1	i	0.12
Cc1ccc(-c2nc3nc4ccccc4nc3n2Cc2ccco2)cc1	i	3.2
CCn1c(-c2cccn(Cc3ccc(Cl)cc3Cl)c2=O)n[nH]c1=S	i	-0.28
Cc1ccc2cc(CN(Cc3cccs3)Cc3nnnn3CC3CCCO3)c(=O)[nH]c2c1C (stereo not given)	i	-1.3
O=C(CN1C(=O)NC2(CCCCCCC2)C1=O)NCc1cccs1	i	1.1
CC(C)C[C@H](NC(=O)Nc1cccc(Cl)c1)C(=O)O	i	-1.4
CS(=O)(=O)NN1C(=O)c2ccccc2NC1c1cc2ccccc2nc1Cl (stereo not given)	i	-0.01
Cc1ccsc1C(=O)NC(C)c1ccc2c(c1)OCO2 (stereo not given)	i	-2
COc1ccc(NC(=O)CN2CCC(C)CC2)c([N+](=O)[O-])c1	i	-0.8
Cc1cc(C)n(/C(=C\N(C)C)C(=O)c2cccc([N+](=O)[O-])c2)n1	i	0.25
Cc1nn(CC(=O)NCc2ccccc2Cl)c(C)c1[N+](=O)[O-]	i	0.3
O=C(Oc1ccc(=O)n(-c2ccccc2)n1)c1ccc(F)cc1	i	-1.2
COc1ccc2c(c1)c(C(C)=O)c(C)n2-c1ccccc1	i	1.9
CCCOc1ccc(N2CC(C(=O)Nc3ccccc3OC)CC2=O)cc1 (stereo not given)	i	0.06
CCc1[nH]c(C(=O)O)c(C)c1C(=O)OC	i	-0.95
CCc1cc(=O)oc2cc(C)cc(OCc3nn[nH]n3)c12	i	-2.5
COCC(=O)N1CCC(Oc2ccc(C(=O)NCCc3ncccc3C)cc2)CC1	i	0.82
C=CC(C)n1c(Br)nc2c1c(=O)[nH]c(=O)n2C (stereo not given)	i	0.23
COc1cc(/C=C/C(=O)OCC(=O)Nc2ccc(NC(C)=O)cc2)cc(S(=O)(=O)N2CCc3ccccc32)c1OC	i	1.9
CC(NC(=O)C1CCN(S(=O)(=O)c2ccccc2)CC1)c1ccccc1 (stereo not given)	i	-0.09
C=CCN1CCN(C(=O)CSc2ccccc2)CC1	i	-0.14
O=C(NCCO)C(=O)NCC1OCCCN1S(=O)(=O)c1ccc2c(c1)OCCO2 (stereo not given)	i	0.14
C/C(=N\Nc1ccc([N+](=O)[O-])cc1)c1ccco1	i	0
O=c1cc(O)c2c(=O)n(-c3ccccc3)c3c(c2o1)CCCCCC3	i	1.3
COc1ccccc1-c1ocnc1C(=O)Nc1ccc(N2CCOCC2)cc1N1CCOCC1	i	-1.2
CC(C(=O)N1CCOCC1)(c1ccccc1)c1ccccc1	i	-1.4
O=C(NCCc1ccccc1)C(=O)NCC1OCCN1S(=O)(=O)c1ccc(Cl)cc1 (stereo not given)	i	0.1
Cc1ccc([N+](=O)[O-])cc1N=Nc1c(-c2ccc([N+](=O)[O-])cc2)[nH]n(C(N)=S)c1=O	i	1.3
COc1ccc(C(=O)NC(=S)NNC(=O)c2ccco2)cc1	i	0.26
O=C(Nc1ccc(Br)cc1)C1C2C=CC3(O2)C1C(=O)N(CCN1CCCCC1)C3C(=O)NC1CCCCC1 (stereo not given)	i	0.69
C(=N\N(c1ccccc1)c1ccccc1)/c1ccc(N2CCOCC2)s1	i	-0.56
COc1cc(/C=N/NC(=O)c2ccncc2)ccc1OC(C)=O	i	1.7
CC(=O)Nc1ccc(NC(=O)C2CCC(N3C(=O)C4C5C=CC(C6CC56)C4C3=O)CC2)cc1 (stereo not given)	i	0.83
Cc1cc(C)n(-c2ccc(C(=O)Nc3ccc4c(c3)OCCO4)cc2)n1	i	-0.04
CCOC(=O)N1CCN(CC(=O)N2CCC(C(N)=O)CC2)CC1	i	-0.06
COCCN(Cc1ccccc1)C(=O)c1cc(-c2ccc(OC)c(OC)c2)nc2ccccc12	-8.9*	-0.82
CCOc1ccccc1NC(=O)C1CCCN(C(=O)Nc2ccccc2)C1 (stereo not given)	i	0.45
CC1CCCN(C(=O)c2nn(C)c3c2CSc2ccccc2-3)C1 (stereo not given)	i	-0.03
CCN(CC(=O)Nc1ccc2c(c1)OCCO2)C(=O)C1CC(=O)N(c2ccc(OC)cc2OC)C1 (stereo not given)	i	-0.47
COc1cccc(C2CC(c3cccs3)=NN2S(C)(=O)=O)c1OC (stereo not given)	i	0.6
COc1ccc(-c2c(-c3ccsc3)oc3ccc(N4CCOCC4)cc23)cn1	i	-1.9

Fetched one by one from the list above, three records:
SMILES	KCNQ2 block	Kir21 inh
COc1cccc(C2CC(c3cccs3)=NN2S(C)(=O)=O)c1OC (stereo not given)	i	0.6
O=C(Nc1ccc(Br)cc1)C1C2C=CC3(O2)C1C(=O)N(CCN1CCCCC1)C3C(=O)NC1CCCCC1 (stereo not given)	i	0.69
CCOc1ccccc1NC(=O)C1CCCN(C(=O)Nc2ccccc2)C1 (stereo not given)	i	0.45

The results go on:
SMILES	KCNQ2 block	Kir21 inh
Cc1cc(NC(=O)CSc2nncn2-c2ccccc2)no1	i	0.2
O=C(Nc1cnc2ccccc2c1)c1ccncc1	i	-0.27
CCN(CC(=O)Nc1ccc(OC)cc1)C(=O)CSCC(=O)Nc1ccc(C)cc1	i	-0.97
COc1ccc(N2CCN(c3nc4c(C)cccn4c(=O)c3C=C(C#N)C#N)CC2)cc1	i	-0.63
CCc1cc(Cn2nc(-c3ccccc3)cc2C(=O)NCCOC)on1	i	-1.3
CC(=O)c1ccc(NC(=O)CSc2nnc(NC(=O)c3ccco3)s2)cc1	i	2
COc1cc(C(=O)N/N=C/c2sc(N3CCOCC3)nc2-c2ccccc2)cc(OC)c1OC	i	-0.81
Cc1onc(-c2c(Cl)cccc2Cl)c1C(=O)NCCN1CCOCC1	i	-2.1
COc1cc2nc(CN(C)Cc3ccc(F)cc3)[nH]c(=O)c2cc1OC	i	0
Cc1cc(C)c(S(=O)(=O)NCC(=O)NCc2ccco2)c(C)c1	i	-2.6
COc1ccccc1C(=O)NCC(=O)OCC(=O)c1ccc2c(c1)-c1ccccc1C2	i	-0.48
Cc1cccc(-c2ccc(NC(=O)C3CCN(CC4CC4)CC3)cc2)c1	i	-0.27
O=C(NCCc1nc2ccccc2[nH]1)c1ccc(Br)o1	i	-0.55
Cc1cc(N2CCCC2=O)cc(C)c1S(=O)(=O)NCCOc1ccccc1	i	-0.11
CCCN1CCN(CCCNC(=O)CCCn2nc(C)c3sc4ccccc4c3c2=O)CC1	i	1
CCOC(=O)C1CCN(S(=O)(=O)c2cccc(-c3csc(C)n3)c2)CC1	i	0.51
NC(=O)CSc1nc2ccccc2n1Cc1ccccc1	i	0.32
CCOC(=O)C1CCCN(C(=O)C(=O)c2cn(CC(=O)N3CCOCC3)c3ccccc23)C1 (stereo not given)	i	0
COc1ccc(/C=C2\SC(=S)N(C(Cc3ccccc3)C(=O)O)C2=O)cc1 (stereo not given)	i	0.32
O=C(c1ccco1)N1CCN(C2CC(=O)N(c3ccc(C(F)(F)F)cc3)C2=O)CC1 (stereo not given)	i	1.5
N#Cc1cc2c([nH]c1=S)CCCCCC2	i	-0.04
O=C(Cn1c(=O)c2c(ncn2C2CCCC2)n(Cc2ccccc2)c1=O)N1CCc2ccccc21	i	0.13
CC(C)(C)OCC(NC(=O)C(CC(N)=O)NC(=O)OC(C)(C)C)C(=O)OC(C)(C)C (stereo not given)	i	-0.75
O=C(NC1(C(F)(F)F)NC(=O)N(c2ccc(F)cc2)C1=O)c1ccncc1 (stereo not given)	i	0.17
CCc1nnc(NC(=O)CSc2nnc(-c3ccccc3O)o2)s1	i	0.4
COc1ccc(CC(=O)Nc2ccc(N3CCCC3)c(C)c2)cc1	i	-9.8*
COc1ccc(/C=N/NC(=O)c2ccccc2OC)cc1COc1ccccc1[N+](=O)[O-]	i	1.5
COc1ccc(C(=O)N2CCC(C(=O)N3CCN(c4ccccc4)CC3)CC2)cc1	i	-1.2
CCc1nc2sc3c(=O)n(N)cnc3c2c2c1COC(C)(C)C2	i	0.05
COc1ccccc1N1CCN(CCC(=O)Nc2cccc(Cl)c2)CC1	i	1.7

KCNQ2 block, what is marked active above
SMILES	KCNQ2 block	Kir21 inh
COCCN(Cc1ccccc1)C(=O)c1cc(-c2ccc(OC)c(OC)c2)nc2ccccc12	-8.9*	-0.82

(next part)
SMILES	KCNQ2 block	Kir21 inh
Cc1ccc(S(=O)(=O)N2CCOCC2)c(C)c1NS(C)(=O)=O	i	-0.31
CSc1ccc(CN(C)Cc2nc3ccccc3c(=O)[nH]2)cc1	i	-2.7
Cc1ccccc1OCCn1nc(C(=O)O)c2ccccc2c1=O	i	-0.55
Cc1ccc(C(c2c(O)nc3n(c2=O)CCS3)c2c(O)nc3n(c2=O)CCS3)cc1	i	0.33
CCN1CCN(Cc2ccc(NC(=O)c3ccc(C)c(NC(=O)c4cccc(-c5cn[nH]c(=O)c5)c4)c3)cc2C(F)(F)F)CC1	i	0.21
CCOC(=O)CCNC(=O)N1CCCC(C(=O)c2cccc(OC(C)C)c2)C1 (stereo not given)	i	0.46
CCOc1ccccc1NC(=O)CSc1n[nH]c(N)n1	i	-0.28
COc1cc2c(cc1OC)C(c1ccc(C)o1)CC(=O)N2 (stereo not given)	i	1.2
Cc1ccc(N(C)C(=O)N2CCN(S(=O)(=O)c3ccc(C)cc3)CC2)cc1	i	-2.4
Cn1c(COc2ccccc2)nnc1SCCC(=O)Nc1ccccc1	i	0.18
CC(C)Cc1nnc(NC(=O)CCC(=O)N2CC(C)CC(C)C2)s1 (stereo not given)	i	2.2
O=C1CC(N2CCN(c3ccc(F)cc3)CC2)C(=O)N1Cc1cccs1 (stereo not given)	i	-0.14
COc1ccc(Cc2nc(-c3cccs3)no2)cc1OC	i	-0.12
CS(=O)(=O)N(Cc1ccccc1)c1ccccc1C(=O)N1CCN(c2ccccc2)CC1	i	-0.1
O=C(CCCn1c(=O)oc2ccccc21)N1CCN(c2ccccn2)CC1	i	0.04
CC1(C)CC2CC(C)(CN2S(=O)(=O)c2ccc(C(=O)Nc3ccc(Cl)c(S(=O)(=O)N4CCOCC4)c3)cc2)C1 (stereo not given)	i	0.4
O=C(O)[C@H]1CCCC[C@H]1C(=O)Nc1ccc(S(=O)(=O)N2CCOCC2)cc1	i	0.02
Cn1cc(-c2nnnn2-c2ccccc2)c(=O)c2ccccc21	i	0.66
COc1ccc(CC(=O)OCC(=O)Nc2ccc(C(=O)Nc3ccc(OC)cc3)cc2)cc1	i	-1.4
Cc1ccccc1COC(=O)c1nn(-c2ccccc2)nc1N	i	-1.1
Cc1ccc(C2NC(=O)c3sc(=S)n(-c4ccccc4)c3N2)cc1 (stereo not given)	i	0.14
CCOc1ccccc1C1C2=C(COC2=O)Nc2cc3c(cc21)OCO3 (stereo not given)	i	-0.04
OC(C[n+]1ccccc1)c1ccccc1 (stereo not given)	i	0.74
CCC(NC(=S)NC1CCCCC1)c1ccccc1 (stereo not given)	i	-3.1
Cc1cc(C(=O)N2CCN(S(=O)(=O)c3ccccc3F)CC2)c(C)o1	i	-0.7

Full records from above. Order of values: KCNQ2 block	Kir21 inh
Listed for Cc1cc(C(=O)N2CCN(S(=O)(=O)c3ccccc3F)CC2)c(C)o1 = i	-0.7
Listed for Cc1ccc(C2NC(=O)c3sc(=S)n(-c4ccccc4)c3N2)cc1 (stereo not given) = i	0.14
Listed for CCC(NC(=S)NC1CCCCC1)c1ccccc1 (stereo not given) = i	-3.1
